Screens from PubChem.
CHT allo act = CHT positive allosteric modulators, primary screen, cell-based, membrane potential dye, choline EC20; High affinity choline transporter 1 (Homo sapiens), Q9GZV3; CHT-expressing cells; hits give high values; LV-AA mutant CHT in HEK293 cells; B-score at 10 µM; 310,000 compounds, 0.49% hits;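 active = initial fluorescence not abnormally high and integrated response B-score, plate-corrected, over 3 SD above library mean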
Target sequence (Q9GZV3 whole entry, looked up): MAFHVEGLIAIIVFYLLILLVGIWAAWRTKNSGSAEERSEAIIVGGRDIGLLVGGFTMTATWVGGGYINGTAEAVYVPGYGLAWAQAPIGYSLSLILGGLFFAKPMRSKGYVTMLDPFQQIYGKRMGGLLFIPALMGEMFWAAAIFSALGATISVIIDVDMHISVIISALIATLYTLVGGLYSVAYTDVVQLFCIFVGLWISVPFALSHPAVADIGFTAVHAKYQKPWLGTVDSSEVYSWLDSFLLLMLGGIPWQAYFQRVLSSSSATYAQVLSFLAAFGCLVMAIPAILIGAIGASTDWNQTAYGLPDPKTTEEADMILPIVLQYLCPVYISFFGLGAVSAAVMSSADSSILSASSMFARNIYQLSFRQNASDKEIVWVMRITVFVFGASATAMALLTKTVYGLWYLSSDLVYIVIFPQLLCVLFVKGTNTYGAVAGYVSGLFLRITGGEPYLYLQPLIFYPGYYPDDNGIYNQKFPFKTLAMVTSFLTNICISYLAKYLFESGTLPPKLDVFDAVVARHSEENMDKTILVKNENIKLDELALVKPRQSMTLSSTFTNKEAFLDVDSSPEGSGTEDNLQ
OX1R antagonist = OX1R (HCRTR1) antagonists, primary screen, fluorescence, CHO/OX1R cells, Fluo-8 calcium, orexin A | Orexin/Hypocretin receptor type 1 (Homo sapiens), O43613 | Fluo-8 calcium fluorescence | inhibition, % at 5 µM | 330,000 compounds, 0.43% hits;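 active = inhibition above its plate's threshold, mean inhibition of all tested compounds on the plate plus 3 SD, cut at about 37% in these data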;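 note: 0% = orexin A challenge wells and 100% = SB-334867-A antagonist wells; not every result past the cut was called active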
Target sequence (O43613 whole entry, looked up): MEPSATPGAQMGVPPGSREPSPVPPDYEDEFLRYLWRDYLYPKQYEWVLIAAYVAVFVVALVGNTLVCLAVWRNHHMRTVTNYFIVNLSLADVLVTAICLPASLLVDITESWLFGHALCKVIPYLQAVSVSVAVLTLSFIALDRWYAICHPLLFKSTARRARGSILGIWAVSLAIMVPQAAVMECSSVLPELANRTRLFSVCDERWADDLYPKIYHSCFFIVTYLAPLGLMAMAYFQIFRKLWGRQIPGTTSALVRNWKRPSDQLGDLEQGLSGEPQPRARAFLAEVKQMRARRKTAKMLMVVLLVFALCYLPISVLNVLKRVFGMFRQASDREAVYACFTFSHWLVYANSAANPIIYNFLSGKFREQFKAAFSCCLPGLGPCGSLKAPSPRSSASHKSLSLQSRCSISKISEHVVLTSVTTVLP
* = called active by the depositor.

Screening CC(C)CN1CCN(Cc2c[nH]c3ccccc23)CC1CCO (stereo not drawn) returned CHT allo act inactive and OX1R antagonist -10.
Screening CCOC(=O)c1cc(NC(=O)C2C3CCC(O3)C2C(=O)O)cc(C(=O)OCC)c1 (stereo not drawn) returned CHT allo act inactive and OX1R antagonist -25.
For COc1cc2c(=O)n(CCCN3CCOCC3)c(=S)[nH]c2c(OC)c1OC the results were CHT allo act inactive and OX1R antagonist -3.
For COc1ccc(C(=O)NNC(=O)CSc2ccccc2)cc1 the results were CHT allo act inactive and OX1R antagonist -9.
`COc1ccc(CN(C)C(=O)CNC(=O)CNC(=O)c2ccc(Cl)cc2Cl)cc1F` gave CHT allo act inactive and OX1R antagonist 8.
N=C1C(=O)OCC1c1ccccc1NC(=O)c1ccccc1 (stereo not drawn) was read as CHT allo act inactive and OX1R antagonist -14.
CC(=O)OC1OCCOC1NC(=S)Nc1cccc(C(F)(F)F)c1 (stereo not drawn) was read as CHT allo act inactive and OX1R antagonist -19.
Screening C=CCOC(=O)C1=C(C)NC2(O)c3ccccc3C(=O)C12O (stereo not drawn) returned CHT allo act inactive and OX1R antagonist 1.
`O=C(NC1CCS(=O)(=O)C1)C12CC3CC(CC(C3)C1)C2` (stereo not drawn) gave CHT allo act inactive and OX1R antagonist -14.
`O=C(c1ccccc1)N1CCCC(c2nc3c(nnn3Cc3ccccc3)c(=O)[nH]2)C1` (stereo not drawn) gave CHT allo act inactive and OX1R antagonist -34.

As a working copy, part of the list above:
Screening CC(C)CN1CCN(Cc2c[nH]c3ccccc23)CC1CCO (stereo not drawn) returned CHT allo act inactive and OX1R antagonist -10.
Screening CCOC(=O)c1cc(NC(=O)C2C3CCC(O3)C2C(=O)O)cc(C(=O)OCC)c1 (stereo not drawn) returned CHT allo act inactive and OX1R antagonist -25.

Next part:
`CC(C)(C)OC(=O)C[C@@H]1C/C=C\C[C@@H](CC(=O)NCCO)C(=O)NCCOC1=O` gave OX1R antagonist 0.
COc1ccccc1C(=O)NCC(=O)NCc1cc(=O)n(C)c(=O)n1C was read as CHT allo act inactive and OX1R antagonist 0.
Screening O=C(NC1CCCCC1)N(Cc1ccccc1)Cc1ccco1 returned CHT allo act inactive and OX1R antagonist -18.
CCc1cc(Cn2nc(-c3ccccc3)cc2C(=O)NCc2ccc(C)cc2)on1 was read as CHT allo act inactive and OX1R antagonist -16.
`CCCc1cc(=O)oc2cc(C)cc(OC(C)C(=O)NCc3ccccn3)c12` (stereo not drawn) gave CHT allo act inactive and OX1R antagonist -17.
`CCCC(=O)C1=C(N(C)c2ccccc2)CC(C)(C)CC1=O` gave CHT allo act inactive and OX1R antagonist 2.
`CC(C)CC(c1nnnn1C(C)C)N1CCN(c2ccccc2)CC1` (stereo not drawn) gave CHT allo act inactive and OX1R antagonist -8.
`O=C(c1ccc(Cl)c(Cl)c1)N1CCCC1` gave CHT allo act inactive and OX1R antagonist -14.
Screening O=C1C2CCCN2C(=O)N1CCCN1CCN(c2cccc(Cl)c2)CC1 (stereo not drawn) returned CHT allo act inactive and OX1R antagonist -16.
For O=C(NCC(=O)N1CCN(S(=O)(=O)c2ccccc2F)CC1)c1ccc(Br)o1 the results were CHT allo act inactive and OX1R antagonist -22.
`CCOC(=O)c1cccc(NC(=O)CCc2nnc3ccc(N4CCCCC4)nn23)c1` gave CHT allo act inactive and OX1R antagonist -34.
N#CC1=C(SCc2ccccc2)NC(=O)CC1c1ccccc1 (stereo not drawn) was read as CHT allo act inactive and OX1R antagonist -17.
For COc1cc(/C=N/OCC(=O)NC2CCS(=O)(=O)C2)ccc1OC(F)F (stereo not drawn) the results were CHT allo act inactive and OX1R antagonist -2.
`CN(C)S(=O)(=O)c1ccc(C(=O)Oc2ccccc2)cc1` gave CHT allo act inactive and OX1R antagonist -10.
For Cc1noc(N)c1C(=O)Nc1ccccc1F the results were CHT allo act inactive and OX1R antagonist -10.
Screening COc1ccc(OC)c(N(CC(=O)Nc2cccnc2)S(=O)(=O)c2ccccc2)c1 returned CHT allo act inactive and OX1R antagonist -19.
C/C(=N\N1CCN(Cc2ccc(C)cc2)CC1)c1ccco1 was read as CHT allo act inactive and OX1R antagonist -22.
`COC(=O)c1ccc(C2NC(=O)c3c(sc(C)c3C)N2)cc1` (stereo not drawn) gave CHT allo act inactive and OX1R antagonist -21.
`Cc1cc(C)c(NC(=O)C2C3/C=C\CCCCC32)c(C)c1` (stereo not drawn) gave CHT allo act inactive and OX1R antagonist 20.
Screening O=S(=O)(c1ccccc1C(F)(F)F)N1CCC(n2cnc3ccccc32)CC1 returned CHT allo act inactive and OX1R antagonist -1.
For Cc1ccc(NCCNc2ccc(C)cc2)cc1 the results were CHT allo act inactive and OX1R antagonist -5.
For CCOc1cc(/C=N/NC(=O)c2cc(C)n(-c3ccc(F)cc3)c2C)ccc1O the results were CHT allo act inactive and OX1R antagonist -12.
`COc1cccc(CNC(=O)COC(=O)c2cc([N+](=O)[O-])ccc2N2CCCC2)c1` gave OX1R antagonist -17.
For COc1ccc(C(=O)NCC(=O)N/N=C/c2ccc([N+](=O)[O-])s2)cc1OC the results were CHT allo act inactive and OX1R antagonist -3.
For O=C1c2ccsc2SCCN1Cc1c(F)cccc1Cl the results were CHT allo act inactive and OX1R antagonist -16.
COc1cccc(C2CCCN2Cc2nc(CCC(C)C)no2)c1 (stereo not drawn) was read as CHT allo act inactive and OX1R antagonist -43.
Screening Cc1cc(C)nc(NS(=O)(=O)c2ccc(NC(=O)c3ccco3)cc2)n1 returned CHT allo act inactive and OX1R antagonist -1.
`CC1Oc2ccccc2N(CC(=O)Nc2ccccc2F)C1=O` (stereo not drawn) gave CHT allo act inactive and OX1R antagonist -8.
`Cc1ccccc1C(=O)NN1CC(C(=O)OCc2ccc(Cl)c(Cl)c2)CC1=O` (stereo not drawn) gave CHT allo act inactive and OX1R antagonist -9.
For Cc1cc(C)cc(NC(=O)c2sc3nc4n(c(=O)c3c2C)CCC4)c1 the results were CHT allo act inactive and OX1R antagonist -18.
Screening COc1ccc(CCNC(=O)CS(=O)(=O)Cc2nc(-c3ccccc3Cl)oc2C)cc1OC returned CHT allo act inactive and OX1R antagonist -25.
`Cc1occc1-c1nnc(SCC(=O)O)n1-c1ccccc1` gave CHT allo act inactive and OX1R antagonist -11.
For COc1ccc(/C=C2\SC(=O)N=C2N)cc1 the results were CHT allo act inactive and OX1R antagonist -1.
CCOc1ccc(S(=O)(=O)N2CCC(C(=O)N3CCN(Cc4ccccc4)CC3)CC2)cc1 was read as CHT allo act inactive and OX1R antagonist -25.
`CC(OC(=O)CN(C)S(=O)(=O)c1ccc(Cl)cc1)C(=O)Nc1ncc(Cl)cc1Cl` (stereo not drawn) gave CHT allo act inactive and OX1R antagonist -13.
Cc1ccc(NC(=S)NCC23C=CC(O2)C2C(=O)N(c4ccc(C)cc4)C(=O)C23)cc1 (stereo not drawn) was read as CHT allo act inactive and OX1R antagonist 5.
Screening O=C(CNC(=O)c1ccc2c(c1)OCO2)Nc1cccc(Br)c1 returned OX1R antagonist -18.
Screening O=C(COC(=O)CCN1C(=O)/C(=C\C=C\c2ccccc2)SC1=S)Nc1ccc(Br)cc1 returned CHT allo act inactive and OX1R antagonist 2.
Screening Cc1csc2c(N3CCN(C(=S)Nc4ccc(F)cc4F)CC3)ncnc12 returned CHT allo act inactive and OX1R antagonist 24.
Screening COc1ccc(C(=O)c2ccccc2)c(OCC(=O)NC2CC2)c1 returned CHT allo act inactive and OX1R antagonist -11.
CCOP(=O)(OCC)C1NC(=O)N(c2ccccc2)C1=O (stereo not drawn) was read as CHT allo act inactive and OX1R antagonist -1.
For Cc1cc(NC(=O)Nc2ccc(OCc3ccccc3)cc2)n(C)n1 the results were CHT allo act inactive and OX1R antagonist -8.
For O=C(OC(C(=O)NCc1ccccc1)c1ccccc1)c1ccco1 (stereo not drawn) the results were CHT allo act inactive and OX1R antagonist -19.
For C=CCNC(=S)N/N=C(\C)c1ccc(-n2ccnc2)cc1 the results were CHT allo act inactive and OX1R antagonist 0.
Screening COc1cccc2c1Oc1cc([N+](=O)[O-])cc(N(C)C(C)=O)c1C=C2 returned CHT allo act inactive and OX1R antagonist -12.
`CCCN1CCC(=O)N(CCSc2ccccc2)CC1` gave CHT allo act inactive and OX1R antagonist -9.
Screening O=C(Nc1ccc2c(c1)OCO2)C(c1ccccc1)N1CCC2(CC1)OCCO2 (stereo not drawn) returned CHT allo act inactive and OX1R antagonist -28.
`CCOc1cc2[nH]c(=O)n(CCC(=O)NCCc3ccc(OC)c(OC)c3)c(=O)c2cc1OCC` gave CHT allo act inactive and OX1R antagonist -4.
`COc1ccc(CN2CCC(CO)(CCOc3ccccc3)CC2)c(OC)c1C` gave CHT allo act inactive and OX1R antagonist -22.
`Cc1ccc(NC(=O)CCNC(=O)c2ccc(Br)cc2)cc1S(=O)(=O)N1CCCCCC1` gave CHT allo act inactive and OX1R antagonist -35.
O=C(Nc1ccc(F)cc1F)c1c(C(F)(F)F)ccnc1Oc1ccc(Cl)cc1 was read as CHT allo act inactive and OX1R antagonist -20.
`Cc1c(C(=O)OC(C)C)[nH]c2c1C(=O)CC(C)(C)C2` gave CHT allo act inactive and OX1R antagonist 1.
`O=C(CNS(=O)(=O)c1c(Cl)cccc1Cl)OCC(=O)c1ccc[nH]1` gave CHT allo act inactive and OX1R antagonist 3.
`O=C(CSCc1c(Cl)cccc1Cl)NN1C(=O)c2ccccc2C1=O` gave CHT allo act inactive and OX1R antagonist -8.
`Cc1ccc(OCC(=O)Oc2cccc(C)c2)cc1` gave CHT allo act inactive and OX1R antagonist 3.
`Cc1cccc(Cc2nnc(CCC(=O)NCc3cn4ccccc4n3)o2)c1` gave CHT allo act inactive and OX1R antagonist 14.
For CC(C)NC(=O)CN(C(=O)CCC(=O)Nc1nccs1)c1ccc(C(C)C)cc1 the results were CHT allo act inactive and OX1R antagonist 0.
`COc1cc(NC(=O)c2ccccc2)c(OC)cc1NC(=O)CN1C(=O)NC2(CCCCC2C)C1=O` (stereo not drawn) gave OX1R antagonist -16.
CCOC(=O)CSc1nc(=O)n2ccccc2n1 was read as CHT allo act inactive and OX1R antagonist 2.
Screening COc1ccc(OCC(=O)OCC(=O)c2ccc(OC)c(F)c2)cc1 returned OX1R antagonist -15.
`Cc1cc(C)n(-c2ccc(C(=O)Nc3ccc(N4CCOCC4)cc3)cc2)n1` gave CHT allo act inactive and OX1R antagonist -29.
`Cc1cc[n+](CC(=O)c2ccccc2)c2ccccc12` gave CHT allo act 6.6* and OX1R antagonist -36.
O=C(NC(CC(=O)N1CCCC(C(F)(F)F)C1)c1ccccc1)c1ccccc1Cl (stereo not drawn) was read as CHT allo act inactive and OX1R antagonist -25.
CC(=O)Oc1c(C(=O)c2nnc(C)o2)c(=O)n(C)c2ccccc12 was read as CHT allo act inactive and OX1R antagonist -7.
`C[C@H]1CN=C(Nc2ccccc2)N1CCC1CCCC1` gave CHT allo act inactive and OX1R antagonist -14.
COc1ccc(NC(=O)CSc2n[nH]c(-c3ccccc3)n2)cc1S(N)(=O)=O was read as OX1R antagonist -4.
`COc1ccccc1NC(=O)Nc1ccccc1N1CCOCC1` gave CHT allo act inactive and OX1R antagonist -10.
Screening COc1ccc2nc3cccc(OC)c3nc2c1 returned CHT allo act inactive and OX1R antagonist -18.
For Cc1cc2c(cc1S(=O)(=O)Nc1c(C)cccc1C)n(C)c(=O)c(=O)n2C the results were CHT allo act inactive and OX1R antagonist -2.
For CCOC(=O)NCC(C)(C)CNC(=O)OCC the results were CHT allo act inactive and OX1R antagonist -2.

In the list so far, seven have an NH in an aromatic ring:
Screening CC(C)CN1CCN(Cc2c[nH]c3ccccc23)CC1CCO (stereo not drawn) returned CHT allo act inactive and OX1R antagonist -10.
For COc1cc2c(=O)n(CCCN3CCOCC3)c(=S)[nH]c2c(OC)c1OC the results were CHT allo act inactive and OX1R antagonist -3.
`O=C(c1ccccc1)N1CCCC(c2nc3c(nnn3Cc3ccccc3)c(=O)[nH]2)C1` (stereo not drawn) gave CHT allo act inactive and OX1R antagonist -34.
`CCOc1cc2[nH]c(=O)n(CCC(=O)NCCc3ccc(OC)c(OC)c3)c(=O)c2cc1OCC` gave CHT allo act inactive and OX1R antagonist -4.
`Cc1c(C(=O)OC(C)C)[nH]c2c1C(=O)CC(C)(C)C2` gave CHT allo act inactive and OX1R antagonist 1.
`O=C(CNS(=O)(=O)c1c(Cl)cccc1Cl)OCC(=O)c1ccc[nH]1` gave CHT allo act inactive and OX1R antagonist 3.
COc1ccc(NC(=O)CSc2n[nH]c(-c3ccccc3)n2)cc1S(N)(=O)=O was read as OX1R antagonist -4.

Next section:
COc1ccc(NC(=O)N2CCCC(c3nc(-c4ccc(F)cc4)no3)C2)cc1 (stereo not drawn) was read as CHT allo act inactive and OX1R antagonist -16.
For CS(=O)(=O)c1cccc(C(=O)OCC(=O)Nc2ccc3c(c2)OCO3)c1 the results were OX1R antagonist -9.
`Cc1ccc(NS(=O)(=O)c2cccc(C(=O)N3CCCCC3)c2)cc1` gave OX1R antagonist -33.
For Cc1ccc2c(CN(C)Cc3ccc(OC(F)F)cc3)cc(=O)oc2c1C the results were CHT allo act inactive and OX1R antagonist -13.
COc1cccc(NC(=S)NCCc2ccccn2)c1 was read as CHT allo act inactive and OX1R antagonist 1.
COC(=O)CN1C(=O)C2(C(C#N)=C(N)Oc3ccccc32)C2=C1CC(C)(C)CC2=O (stereo not drawn) was read as CHT allo act inactive and OX1R antagonist -6.
`CC(=O)Nc1ccc(NC(=O)C(C)Sc2n[nH]c(=O)n2Cc2ccccc2)cc1` (stereo not drawn) gave CHT allo act inactive and OX1R antagonist -6.
`O=C(Nc1ccccc1)c1ccc(Br)c(S(=O)(=O)Nc2ccccn2)c1` gave CHT allo act inactive and OX1R antagonist -5.
CCN(CC)S(=O)(=O)c1ccc(-c2nnc(SCC(=O)Nc3ccc4c(c3)OCO4)o2)cc1 was read as CHT allo act inactive and OX1R antagonist -1.
